Assay outcomes from PubChem BioAssay.
M1 ag = activates human CHRM1 receptor | CHO-K1 hM1, Fluo-8 calcium fluorescence, agonist mode; 0% DMSO, 100% acetylcholine EC100 | P11229 | activation, % at 3 µM | 0.33% of 360,000 active | AID 588814;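 active means activation above the run's mean compound activation plus 3 SD, cut at about 16% in these data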;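 further: peak over basal fluorescence ratio within a 140 s kinetic read after compound addition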
Target sequence (P11229 whole entry, looked up): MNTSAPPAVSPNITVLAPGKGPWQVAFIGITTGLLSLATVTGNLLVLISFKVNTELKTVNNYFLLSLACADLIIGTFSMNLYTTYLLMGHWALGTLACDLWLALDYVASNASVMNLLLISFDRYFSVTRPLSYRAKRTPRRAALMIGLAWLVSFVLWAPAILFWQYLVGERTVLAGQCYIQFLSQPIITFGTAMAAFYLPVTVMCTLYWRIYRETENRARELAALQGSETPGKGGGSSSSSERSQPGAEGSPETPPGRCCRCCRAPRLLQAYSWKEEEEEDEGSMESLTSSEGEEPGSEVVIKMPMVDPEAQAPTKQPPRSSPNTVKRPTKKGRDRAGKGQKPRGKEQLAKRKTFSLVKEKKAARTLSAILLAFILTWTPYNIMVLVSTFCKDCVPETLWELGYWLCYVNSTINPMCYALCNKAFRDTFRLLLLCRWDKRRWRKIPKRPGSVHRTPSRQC
TAAR1 agonist = human TAAR1 agonism | 0.99% of 360,000 active | Q96RJ0 | AID 624467 | activation, % at 3 µM | CHO RD-HGA16 TAAR1, Fluo-8 calcium fluorescence; vehicle wells 0%, saturating PEA agonist 100%;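 active means activation above the mean activation of all test compounds in the run plus 3 SD, cut at about 38% in these data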
Target sequence (Q96RJ0 whole entry, looked up): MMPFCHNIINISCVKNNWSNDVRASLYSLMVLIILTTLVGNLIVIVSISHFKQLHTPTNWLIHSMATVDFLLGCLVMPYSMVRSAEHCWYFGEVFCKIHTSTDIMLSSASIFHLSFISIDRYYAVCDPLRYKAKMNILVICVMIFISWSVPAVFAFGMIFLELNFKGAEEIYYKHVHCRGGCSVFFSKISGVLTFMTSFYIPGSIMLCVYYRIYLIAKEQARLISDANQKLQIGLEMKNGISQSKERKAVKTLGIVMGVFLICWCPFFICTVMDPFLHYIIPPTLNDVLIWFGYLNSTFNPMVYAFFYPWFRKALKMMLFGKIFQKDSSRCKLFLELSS
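Benchmarks: low control DMSO, high control PEA (EC100); System: CHO RD-HGA16 cells carrying human TAAR1 plus Gα16; Detection: Fluo-8 fluorescence, 5 s baseline then 140 s kinetic read; Schedule: 17-24 h plating, Fluo-8 75 min 37 °C, 30 min RT; Read-out basis: % activation from peak over basal fluorescence ratio, DMSO-to-PEA scaled.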
M5 antag = CHRM5 antagonism in calcium assay; CHO-hM5 cells, Fluo-8 calcium fluorescence, ACh EC80; 0.59% of 360,000 active; inhibition, % at 3 µM;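 active means inhibition above a per-plate cutoff, the mean of that plate's test compounds plus 3 SD, cut at about 27% in these data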;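 further: 0% = acetylcholine EC80 with DMSO and 100% = DMSO without agonist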
CHRM1 PAM = human CHRM1 positive allosteric modulation | P11229 | CHO-K1 hM1, Fluo-8 calcium fluorescence, ACh EC20; 0% = ACh EC20, 100% = maximal ACh | activation, % at 3 µM | 0.088% of 360,000 active | AID 588819; in the data active means activation above about 19%, passing the limit was not always enough
CHRM4 agonist = CHRM4 agonism in calcium assay. activation, % at 3 µM. CHO-K1 hM4/Gqi5, Fluo-8 calcium fluorescence; vehicle 0%, full acetylcholine response 100%. 0.14% of 360,000 active. P08173. AID 624127;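 active means activation above the run mean over all test wells plus 3 SD, cut at about 32% in these data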;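 further: peak over basal fluorescence ratio per well then scaled between controls; 0% = DMSO wells and 100% = acetylcholine at EC100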
M4 antag = antagonists of human muscarinic M4 receptor (CHRM4); inhibition, % at 3 µM; P08173; 0.73% of 360,000 active; CHO-hM4 cells, ACh EC80, Fluo-8 calcium fluorescence;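 active means inhibition above its plate's cutoff, the mean inhibition of sample wells plus 3 SD, cut at about 27% in these data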;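 further: 0% = acetylcholine EC80 with DMSO and 100% = DMSO without agonist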
M5 ag = CHRM5 agonism in calcium assay; P08912; CHO-K1 hM5 cells, Fluo-8 calcium fluorescence; 0% DMSO wells, 100% maximal acetylcholine response; activation, % at 3 µM; 0.19% of 360,000 active;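 active means activation above the run's mean over test compounds plus 3 SD, cut at about 23% in these data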;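 further: signal is peak over basal fluorescence ratio across the kinetic read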
CHRM5 PAM = positive allosteric modulators of human muscarinic M5 receptor; P08912; CHO-K1 hM5, Fluo-8 calcium, ACh EC20 PAM; 0% = ACh EC20, 100% = ACh EC100; 0.3% of 360,000 active; activation, % at 3 µM;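 active means activation above the run cutoff, the mean activation of all test compounds plus 3 SD, cut at about 18% in these data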
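Assay system: CHO-K1 hM5 cells / Incubation: Fluo-8 loading 80 min at 37 °C plus 30 min room temperature / Technique: Fluo-8 calcium dye fluorescence, kinetic read / Repeats: single replicate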
CHRM1 antagonist = blocks human M1 muscarinic receptor. CHO-K1 hM1, Fluo-8 calcium fluorescence, ACh EC80 antagonist. P11229. 1.3% of 360,000 active. inhibition, % at 3 µM. AID 588852;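 active means percent inhibition above its own plate's cutoff, namely the mean of that plate's compound wells plus 3 SD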;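 further: peak over basal fluorescence ratio during 140 s after agonist addition; 0% = ACh EC80 plus DMSO and 100% = DMSO alone without agonist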
The depositor's hits bear a star; / = not tested or not shown. Not all compounds are listed; the hit share may differ from the screen's.

Below each compound – M1 ag, TAAR1 agonist, M5 antag, CHRM1 PAM, CHRM4 agonist, M4 antag, M5 ag, CHRM5 PAM, CHRM1 antagonist
1) COc1ccc(OC)c(NC(=O)CSc2nnc(-c3cccnc3)s2)c1
    -0.9, 3.7, 4.1, 13.4, 2.2, -3.3, 1.9, -3.7, -16.8
2) Cc1ccc(C(=O)n2cnc3ccccc32)cc1C
    -3.2, -1.8, 0.4, 1.5, -0.5, -13.1, -6.0, 5.5, 1.7
3) CCCNC(=O)C1CN(S(=O)(=O)c2ccccc2)CCN1S(=O)(=O)c1ccccc1 (stereo unspecified)
    -0.6, 1.6, 0.4, 4.9, 2.4, -1.8, 0.1, -9.9, 7.6
4) CCCCNc1c([N+](=O)[O-])cc(C(=O)O)cc1[N+](=O)[O-]
    -1.3, -2.5, -8.0, 7.3, -0.8, 8.5, -0.5, 3.6, -4.5
5) CS(=O)(=O)N1CCN(C(=O)c2cc3ccccc3oc2=O)CC1
    -2.3, /, 2.0, 0.8, 2.3, 4.5, 0.7, -4.2, -4.8
6) Cc1cc(C)c(S(=O)(=O)N2CCN(C3CC(=O)N(c4ccccc4Cl)C3=O)CC2)c(C)c1 (stereo unspecified)
    1.0, 9.3, 13.0, 0.7, 9.6, 6.6, 0.6, -4.8, -1.8
7) COc1ccccc1CNS(=O)(=O)CCNCCc1ccccc1
    -3.5, 34.4, -4.8, 1.2, 0.9, -22.5, 0.4, -2.9, 1.2
8) CCOC(=O)C1=NNC2C(=O)N(CC)C(=O)C12 (stereo unspecified)
    -2.9, 1.4, 7.2, 2.1, 0.6, 11.7, -1.4, -10.9, 1.2
9) O=C(O)CCCCNS(=O)(=O)c1ccc(Cl)c(C(F)(F)F)c1
    -3.8, 1.2, 1.6, 8.0, 0.8, -8.2, -1.0, 0.4, -6.9
10) COCCN1CCn2c(nc3cc(NC(=O)c4ccc(OC)cc4)ccc32)C1
    -1.3, 4.1, 0.1, 7.0, 0.9, -4.5, -2.2, -4.8, -19.2
11) Cc1cc(F)ccc1C(O)c1ncc(-c2ccccc2C(F)(F)F)[nH]1 (stereo unspecified)
    -1.9, 8.2, 3.7, 1.8, 2.2, 0.2, 0.3, 1.9, -7.0
12) COCCCn1c(=O)c2ccccc2n(Cc2ccccc2C)c1=O
    -2.5, 7.4, 4.0, -2.1, -0.4, -3.4, -2.0, -2.7, 9.2
13) Cc1cccc(/C=C2\Sc3ccc(C(=O)N4CCC(C(N)=O)CC4)cc3N(C)C2=O)c1
    -1.3, 7.5, -1.1, 2.3, 10.6, 5.2, -2.1, -6.5, 6.4
14) Cc1c(C(=O)N(CCC#N)c2ccccc2)sc2nc3n(c(=O)c12)CCCC3
    -4.1, 0.7, 5.3, -0.5, 1.6, -6.0, -0.9, 0.6, 0.5
15) CC(C)(C)OC(=O)N1CCCC(C(=O)CC#N)C1 (stereo unspecified)
    -0.9, 3.7, 2.8, 4.7, 4.0, -2.1, -4.4, -10.9, 0.2
16) Cn1c(COc2ccc(Cl)cc2)nnc1SCc1ncc(-c2ccccc2)o1
    -2.6, 4.7, -0.7, 6.4, 2.8, 2.4, -1.2, 0.8, -8.3
17) COc1cc(NC(=O)c2cc([N+](=O)[O-])ccc2NC(=O)CNCc2ccccn2)cc(OC)c1
    -6.0, 6.9, 4.2, -11.6, 11.0, -3.2, 0.5, -6.5, 9.8
18) O=C(NCCCN1CCCC1=O)C(=O)Nc1cccc(F)c1
    -0.7, 0.1, 2.4, 5.3, 1.8, -4.5, 1.6, -1.9, -6.3
19) CCCn1c(=O)c(C(=O)NCCCc2ccccc2)c(O)c2ccccc21
    -4.5, 0.2, 10.1, -0.7, 0.1, 0.1, -3.8, -2.8, -3.9
20) CN1CCN(c2cccc3c2S(=O)(=O)N[C@@H](Cc2ccccc2)CO3)CC1
    /, 2.0, 2.0, /, 2.9, -0.2, -6.3, -9.2, /
21) O=C1CCCC2=C1C(c1cccs1)Nc1ccc3ncccc3c12 (stereo unspecified)
    -2.6, 4.7, 2.4, 4.8, 2.8, 5.4, 0.2, 1.1, -6.8
22) COc1cc(Cl)c(C)cc1NC(=O)Cc1ccc(OC)c(OC)c1
    -4.8, 2.7, 4.5, 3.0, 3.6, 3.8, -3.9, -7.6, -10.3
23) COC1=CCC2([N+](=O)[O-])CN(CCO)CC1([N+](=O)[O-])C2 (stereo unspecified)
    -1.9, 12.3, 9.4, 3.2, 2.7, -2.3, 10.3, 19.0*, 3.7
24) Oc1ccc(-c2nccc(-c3ccc(F)cc3)n2)cc1
    -1.7, -2.8, 0.6, 3.9, -1.0, -6.3, -5.4, -1.2, -7.5
25) CCC(C)[C@H](NC(=O)NCCCn1ccnc1)C(=O)OC (stereo partly specified)
    -2.6, 5.9, -8.6, 11.7, 0.9, -0.7, -0.9, 1.7, -2.4
26) O=C(CC12CC3CC(C1)CC(CC(=O)N1CCCC1)(C3)C2)N1CCCC1
    -5.1, 0.8, 8.6, -4.0, 1.9, 13.1, -1.4, -5.9, 9.9
27) COC(=O)C1=C(C)NC(C)=C(C(=O)OC)C1c1cc2ccc(C)cc2[nH]c1=O
    -3.4, 5.6, -3.2, 10.2, 0.8, -2.4, -0.5, 2.9, -16.2
28) COc1cccc(CN2CCN(Cc3nc(C(C)C)cs3)CC2CCO)c1 (stereo unspecified)
    -10.8, 4.7, -9.3, 13.0, 2.2, 0.8, 2.1, 12.4, -9.1
29) CCn1c(SCC(=O)NC2CCCC2)nnc1C(C)C
    -4.0, -0.1, 3.4, -0.9, -0.5, 9.4, -0.3, 0.1, 0.0
30) N#Cc1cn(Cc2ccccc2)c2ccccc12
    -3.3, 13.7, -4.2, 4.8, -0.4, 3.5, -11.0, 0.4, -17.7
31) CCOc1ccc(CCNC(=O)C2CCC(=O)N2CCc2ccccc2)cc1OCC (stereo unspecified)
    -6.6, 6.9, 10.9, 7.0, 0.9, 11.0, -2.5, 1.0, -3.6
32) O=C(c1ccc(=O)[nH]c1)N(Cc1ccco1)C1(C(=O)NC2CCCCC2)CCCCC1
    -2.6, 6.5, -5.1, 6.0, 0.6, -13.8, -5.9, -1.4, -9.1
33) CCn1c([N+](=O)[O-])nc2c1c(=O)[nH]c(=O)n2C
    -8.2, 7.7, 2.6, 2.2, 0.4, 2.2, -0.1, 2.1, 3.2
34) Cc1cccc(NC(=O)CCc2ccc(C)o2)c1
    -4.1, 1.5, -3.9, -0.8, 0.5, -7.7, -1.6, 1.2, -5.2
35) Cc1ccc(S(=O)(=O)Cn2nnnc2C(C)N2CCN(C(=O)c3ccco3)CC2)cc1 (stereo unspecified)
    -4.3, 0.3, -6.1, 6.5, 1.2, 3.1, 1.5, 5.8, -7.4
36) C=CCNC(=O)C(=O)NN=C1CCN(C)CC1
    -7.5, 5.6, -0.2, -15.4, 1.2, 1.4, -2.2, -2.6, 22.9
37) N#Cc1c(NC(=O)c2cccc(S(=O)(=O)Nc3ccc(C(=O)O)cc3)c2)sc2c1CCCC2
    -2.6, 3.2, 3.0, 17.5, 0.3, 2.3, -2.9, 0.2, -11.7
38) CC1=C(C(=O)OCC2CCCCC2)C(c2ccc(O)cc2)NC(=O)N1 (stereo unspecified)
    -3.2, 4.7, 7.5, 15.2, 0.7, -21.9, -2.0, -0.8, -17.5
39) O=C(Nc1cccc(Cl)c1)c1ccc(F)c(S(=O)(=O)NCc2ccc3c(c2)OCO3)c1
    -5.1, 6.2, 6.2, -3.4, 5.4, 0.8, 0.0, -3.9, 4.5
40) COc1ccc2nc(NC(=O)c3ccoc3C)sc2c1
    -9.1, -0.5, 0.6, 1.2, 0.0, 0.0, -2.5, 5.3, -8.4

Three structures out of the list, arranged by molecular weight, largest number first:
Below each compound – M1 ag, TAAR1 agonist, M5 antag, CHRM1 PAM, CHRM4 agonist, M4 antag, M5 ag, CHRM5 PAM, CHRM1 antagonist
35) Cc1ccc(S(=O)(=O)Cn2nnnc2C(C)N2CCN(C(=O)c3ccco3)CC2)cc1 (stereo unspecified)
    -4.3, 0.3, -6.1, 6.5, 1.2, 3.1, 1.5, 5.8, -7.4
31) CCOc1ccc(CCNC(=O)C2CCC(=O)N2CCc2ccccc2)cc1OCC (stereo unspecified)
    -6.6, 6.9, 10.9, 7.0, 0.9, 11.0, -2.5, 1.0, -3.6
22) COc1cc(Cl)c(C)cc1NC(=O)Cc1ccc(OC)c(OC)c1
    -4.8, 2.7, 4.5, 3.0, 3.6, 3.8, -3.9, -7.6, -10.3

Next entries:
Below each compound – M1 ag, TAAR1 agonist, M5 antag, CHRM1 PAM, CHRM4 agonist, M4 antag, M5 ag, CHRM5 PAM, CHRM1 antagonist
41) CN(Cc1ccccc1F)C(=O)CNC(=O)Cc1cccc2ccccc12
    -3.0, 1.4, 10.0, 7.1, 2.9, -5.9, -2.9, -6.5, -6.4
42) CCOC(=O)N1CCN(C(=O)Cc2ccc(-n3c(=S)[nH]c4ccccc4c3=O)cc2)CC1
    -4.0, /, -1.1, 5.4, -1.2, 2.2, -0.7, 1.2, -13.7
43) C=CCn1c(SCc2nc3ccccc3[nH]2)nnc1-c1cccc(OC)c1
    -2.5, 10.4, -3.5, -6.1, 15.2, -24.2, 4.0, -3.6, 1.0
44) CCN(Cc1ccccc1)Cc1nnnn1Cc1ccccc1
    -8.9, -1.9, 6.1, 0.3, -0.6, -3.8, -0.1, -5.5, -2.5
45) COc1ccc(-c2cc(NC(C)=O)c3ncc(-c4cccc(C(C)=O)c4)n3c2)cc1OC
    -4.5, 4.8, 2.7, -3.4, 10.1, 5.4, 1.4, -8.7, 8.6
46) COc1ccccc1CN1CC(C(=O)N(Cc2cnn(C)c2)C(C)C)CCC1=O (stereo unspecified)
    -3.3, -0.2, 3.1, 4.4, 0.7, 1.0, -1.0, 3.8, -3.8
47) CN1C(=S)SC(C)(C)C1N(O)C(=O)Nc1ccc(Cl)cc1 (stereo unspecified)
    -7.2, 15.5, 21.3, -22.0, 11.4, 7.9, 0.3, -20.2, 18.4
48) Clc1ccc(-c2ccnc(Oc3cc(Cl)ccc3Cl)n2)cc1
    -3.7, 15.5, -8.3, 10.7, -0.8, 9.2, 0.2, 1.3, -11.7
49) COc1ccc(CNC2c3ccccc3-c3ccccc32)cc1OC
    -5.4, 5.5, 3.5, 2.5, 2.2, 16.2, 1.4, -0.8, -0.7
50) N#CC1(Nc2cccc(Cl)c2)CCCC1
    -1.9, 4.3, 20.3, 9.0, 1.0, -2.6, -1.4, 6.0, -11.8
51) O=C(NCc1cccnc1)c1ccccc1NS(=O)(=O)c1ccc(Br)cc1
    -3.8, 6.9, 12.3, 12.1, 4.2, -0.8, 3.5, 0.7, -13.2
